Rac1 mut GTP: modulators of GTP binding to human Rac1 activated mutant. percent activity (GTP binding), % at 10 µM. P63000. 190,000 tested, 0.11% active. AID 764. GST-Rac1 activated beads, fluorescent GTP binding, flow cytometry; actives lie on both sides; 100% means binding = to untreated wells;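 active means GTP binding at least 20 percentage points away from the 100% baseline, in either direction, so actives lie on both sides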
Bim-Mcl-1: inhibitors of Bim-Mcl-1 interaction, human; Q07820; Bead-based flow cytometry, Bim peptide-Mcl-1 binding; inhibition, % at 10 µM; 190,000 tested, 0.1% active; in the data active means inhibition above about 40%;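 further: 0% = no compound tracer wells and 100% = peptide blocker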
Target sequence (Q07820 whole entry, looked up): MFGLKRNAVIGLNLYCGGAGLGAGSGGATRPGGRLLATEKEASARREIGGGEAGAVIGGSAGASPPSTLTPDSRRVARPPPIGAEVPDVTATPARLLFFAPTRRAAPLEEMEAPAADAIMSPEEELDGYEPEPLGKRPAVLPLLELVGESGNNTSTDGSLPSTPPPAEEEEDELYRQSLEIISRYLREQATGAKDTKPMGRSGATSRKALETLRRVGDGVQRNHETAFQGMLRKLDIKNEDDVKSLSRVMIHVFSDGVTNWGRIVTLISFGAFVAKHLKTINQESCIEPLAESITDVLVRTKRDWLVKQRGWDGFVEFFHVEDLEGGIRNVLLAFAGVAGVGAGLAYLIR
Rab7 wt GTP bind: dog Rab7 wildtype GTP binding, inhibitors and activators. GTP binding activity (percent of control), % at 10 µM. GST-Rab7 beads, fluorescent GTP binding, flow cytometry; actives lie on both sides; untreated = 100%, excess cold GTP = 0%. 190,000 tested, 0.055% active. AID 758;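 active means fluorescent GTP binding to Rab7 beads changed by at least 20 points from the 100% baseline, either direction, mostly lower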;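 further: median green fluorescence of bound Bodipy-FL-GTP per Rab7 bead population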
Rac1 wt GTP bind: human Rac1 wildtype GTP binding, inhibitors and activators. 190,000 tested, 0.27% active. AID 757. GTP binding activity (% of control), % at 10 µM. GST-Rac1 beads, fluorescent GTP binding, flow cytometry; actives lie on both sides; 0 = cold GTP competed, 100 = untreated;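 active means GTP binding activity at least 20 points away from the 100% control level, either lower or higher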
Cdc42 wt GTP: human Cdc42 wildtype GTP binding change, either direction; GST-Cdc42 beads, Bodipy-GTP binding, flow cytometry; actives lie on both sides; percent activity (GTP binding), % at 10 µM; 190,000 tested, 0.2% active;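 active means percent activity GTP binding at least 20 points away from the 100% baseline, either down as inhibitor or up as activator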;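 further: median bead fluorescence of bound Bodipy-FL-GTP at 100 nM; 0% = excess unlabeled GTP control and 100% = no compound control; below 100% means less GTP binding so inhibitor and above means activator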
Target sequence (P60953 whole entry, looked up): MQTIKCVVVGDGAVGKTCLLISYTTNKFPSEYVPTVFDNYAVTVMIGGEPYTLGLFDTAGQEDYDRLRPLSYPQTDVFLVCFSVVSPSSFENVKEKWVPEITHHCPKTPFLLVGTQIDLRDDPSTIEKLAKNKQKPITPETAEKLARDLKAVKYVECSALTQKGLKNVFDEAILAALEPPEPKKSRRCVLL
Pf gametocyte: P. falciparum stage V gametocyte viability inhibition; P. falciparum stage V gametocytes, ATP luminescence, 24 h; inhibition, % at 10.9 µM; 150,000 tested, 0.065% active; AID 743093;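 active means inhibition above the mean plus 3 SD of compounds within the control limits, set per campaign, cut at about 38% in these data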;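 further: 0% = DMSO wells and 100% = medium only without gametocytes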
Mcl1 Bid PPI: Mcl-1/Bid interaction inhibition | 220,000 tested, 0.97% active | Q07820 | TR-FRET Mcl-1/Bid-Dy647 peptide binding, 1536-well | inhibition, % at 21.7 µM;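 active means compounds that cut the binding signal by more than half at the single screening dose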;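 further: His-tagged Mcl-1 with europium anti-His antibody binding Bid BH3 peptide; 0% = Mcl-1 plus peptide wells and 100% = peptide-only wells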
Rab2A wt mod: changes GTP binding to wildtype dog Rab2A, up or down; P61105; GST-Rab2 wt beads, Bodipy-GTP binding, flow cytometry; 190,000 tested, 0.19% active; GTP binding activity, % at 10 µM;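 active means GTP binding activity at least 20 points away from 100%, either lowered or raised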;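 further: 0% = beads with excess unlabeled GTP and 100% = no-compound control corrected for plate trend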
Avidin fluor: avidin bead compound fluorescence profile. Avidin beads, compound fluorescence 488/530 nm, flow cytometry; active compounds read high. fluorescence (KMESF) at 10 µM. 220,000 tested, 0.38% active; in the data active means fluorescence above about 47; further: inactives centre near 10
HRas wt GTP: changes GTP binding to wildtype human HRas; P01112; GST-Ras wt beads, Bodipy-FL-GTP binding, flow cytometry; actives lie on both sides; GTP binding activity, % at 10 µM; 190,000 tested, 0.14% active;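 active means GTP binding activity at least 20% away from the 100% baseline, either lowered as inhibitor or raised as activator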;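 further: 0% = unlabeled GTP competition control and 100% = no-compound control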
Target sequence (P01112 whole entry, looked up): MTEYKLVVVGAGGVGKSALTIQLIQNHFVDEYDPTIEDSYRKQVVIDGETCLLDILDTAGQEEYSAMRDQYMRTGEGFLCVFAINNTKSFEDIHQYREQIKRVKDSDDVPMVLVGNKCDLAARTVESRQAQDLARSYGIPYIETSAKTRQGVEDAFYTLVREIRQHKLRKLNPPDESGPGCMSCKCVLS
Mcl1-Noxa inh: disrupts binding of human Mcl-1 to Noxa peptide. TR-FRET Mcl-1/Noxa peptide binding, 2 h. inhibition, % at 21.7 µM. 220,000 tested, 1.5% active;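 active means compounds that cut the protein-peptide binding signal by more than 50% relative to plate controls in a single-dose test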;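 further: His-tagged Mcl-1 with rhodamine Noxa BH3 peptide and terbium anti-His antibody; 0% = Mcl-1 plus Noxa peptide wells and 100% = peptide-only wells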
* = called active by the depositor; . = no result given. Hits appear at their usual frequency; any-hit rate near 2.7%.

compound,Rac1 mut GTP,Bim-Mcl-1,Rab7 wt GTP bind,Rac1 wt GTP bind,Cdc42 wt GTP,Pf gametocyte,Mcl1 Bid PPI,Rab2A wt mod,Avidin fluor,HRas wt GTP,Mcl1-Noxa inh
O=C1CCC/C(=N/Nc2ccc(Cl)cc2)C1,94,4,102,92,93,-28,-42,96,25,94,22
COC(=O)c1cc(=O)[nH]c(SCc2cccc(C)c2)n1,95,-2,101,100,100,.,-1,97,7,98,3
O=C(N/C(=C\c1ccc(Br)cc1)c1nc2ccccc2[nH]1)c1ccco1,90,-8,93,89,95,1,-7,90,12,93,.
O=C(C(Cc1ccccc1)n1cccc1)N1CCc2ccccc21 (centres undefined),98,0,102,102,98,.,-26,100,5,99,-5
N#CC1=C(N)N2C(=C(C#N)C1c1ccccc1)Sc1ccccc12 (centres undefined),97,-2,96,102,100,.,-9,96,7,98,6
COc1ccc(NC(=O)CSc2ncn[nH]2)c([N+](=O)[O-])c1,101,-2,101,103,103,.,12,101,13,100,-8
O=C(COC(=O)c1ccc[nH]c1=O)Nc1cc(S(=O)(=O)N2CCCCC2)ccc1Cl,95,-1,98,97,96,14,3,97,5,96,18
CC(=O)Nc1cc(NC(C)=O)cc(C(=O)NC(C)(C)C)c1,100,0,102,103,102,.,6,101,33,102,3
COc1ccccc1CN1C[C@@H]2C[C@@H](c3cccc(O)c3)N3CCC[C@@]23C1=O,93,1,96,93,93,-13,-27,100,12,95,10
Cc1ccc(C(=O)N/C(=C\c2cccs2)C(=O)NCCc2c[nH]c3ccccc23)cc1C,102,1,109,113,106,-15,-33,108,9,107,11
O=C(COc1ccc(S(=O)(=O)N2CCCC2)cc1)NCC1CCCO1 (centres undefined),94,4,103,101,99,.,-15,101,12,99,-8
O=C(Cc1cccc2ccccc12)Nc1ccc(N2CCOCC2)cc1,98,-2,97,103,97,0,-59,95,3,98,14
O=C(Nc1cccc(F)c1)c1ccc(S(=O)(=O)N2CCOCC2)cc1,100,2,104,108,104,.,0,103,7,101,-8
COc1ccccc1NC(=S)N1CCC(NC(=O)NC23CC4CC(CC(C4)C2)C3)CC1,99,0,103,101,104,-8,-95,102,12,103,9
C/C(CCC12CC3CC(CC(C3)C1)C2)=N\NC(N)=S,103,0,99,110,100,.,-72,99,14,104,2
CC(C)(C)c1cc(C(=O)NCc2cccnc2)ccn1,103,0,106,114,108,-29,-16,106,9,104,5
Cc1ccc(NC(=O)Nc2ccnc(-c3cccnc3)n2)cc1,86,18,87,83,65*,-8,-23,64*,9,67*,27
CCOC(=O)c1cccc(C(=O)Oc2ccccc2)n1,99,2,99,106,103,.,3,101,27,102,18
CCc1cc(-c2n[nH]c(C)c2-c2nc3ccccc3n2C)c(O)cc1O,98,1,108,102,100,-1,-69,102,12,102,8
CCCCCCSc1cc(C)nc2ncnn12,97,0,97,102,100,.,-17,97,5,97,-24
CC(=O)c1cc2c(cc1N/C(=N/S(=O)(=O)c1ccccc1)c1ccc(Cl)cc1)OCO2,98,-14,102,99,98,9,-17,100,6,98,-6
Cc1ccc([N+](=O)[O-])c(OCCCNCC(C)O)c1 (centres undefined),99,2,103,108,103,-4,-5,104,11,101,44
Cc1ccc(S(=O)(=O)N2CCOCC2)cc1C(=O)NNC(=O)c1ccoc1C,98,0,104,96,96,9,-18,99,20,100,14
COC(=O)C(O)(CC(=O)Nc1ccccc1OC)C(F)(F)F (centres undefined),99,-3,92,102,99,.,-22,98,7,100,-2
CN(C)CCN(C(=O)c1cccc(Cl)c1)c1nc2c(Cl)cccc2s1,102,-2,100,105,104,-15,-18,101,12,103,-5
COc1cccc(OCCOCCOc2ccc(C)cc2[N+](=O)[O-])c1,95,0,100,98,96,.,7,95,11,96,16
CN(C(=O)c1cccs1)c1ccc(OCC(=O)N2CCC(C(N)=O)CC2)cc1,92,1,101,95,92,-4,-22,99,8,96,4
CCCc1cc(=O)[nH]c(Nc2ccc(Cl)cc2)n1,95,-9,93,98,98,10,-11,98,9,96,30
CC12CN(NC(=O)c3ccc(Cl)cc3)C3(C#N)CC1CCC23C (centres undefined),93,1,105,98,92,.,-12,96,11,96,5
COc1ccccc1N1CCN(C(=O)/C=C/c2ccco2)CC1,101,-3,110,105,104,-20,-58,106,7,105,2
Cc1ccc(N(C(=O)Cn2nnc(-c3ccc(F)cc3)n2)C(C(=O)NC(C)(C)C)c2ccncc2)cc1 (centres undefined),93,-1,96,97,92,.,-8,95,11,97,8
COc1ccc(/C(N)=N/OC(=O)CCCc2ccccc2)cc1OC,98,-2,98,100,99,-1,2,99,2,100,11
COc1cc2c(cc1OC)-c1nncn1C(C)(C)C2,101,-5,98,100,102,15,-25,97,13,98,24
CCC(=O)c1ccc(O)c(OC)c1,96,0,101,101,98,.,-41,97,12,97,17
Cc1cccc(OCC(=O)NCC(=O)n2nc(C)cc2C)c1,97,0,95,100,101,-2,-10,97,7,98,2
COc1ccc(NC(=O)[C@@H](NC(=O)c2ccccc2F)C(C)C)cc1S(=O)(=O)N1CCOCC1,100,0,106,100,98,-7,-6,100,20,100,0
CC(=O)C1=C(O)C(=O)N(c2cccc(C(=O)O)c2)C1c1ccccc1F (centres undefined),99,-3,100,104,102,-21,-54,100,5,100,11
O=C1Nc2ccccc2/C1=C\c1cccn1-c1ccc(OC(F)(F)F)cc1,98,2,103,101,99,2,-29,101,14,102,3
Cc1ccc(C(=O)NCCCN2CCOCC2)o1,90,1,89,94,97,-12,-8,92,5,93,1
Cc1nccn1S(=O)(=O)c1cc([N+](=O)[O-])ccc1Cl,100,-3,98,101,97,-16,-7,96,3,97,6

2 compounds drawn at random from the list so far, as already listed:
compound,Rac1 mut GTP,Bim-Mcl-1,Rab7 wt GTP bind,Rac1 wt GTP bind,Cdc42 wt GTP,Pf gametocyte,Mcl1 Bid PPI,Rab2A wt mod,Avidin fluor,HRas wt GTP,Mcl1-Noxa inh
CC(=O)C1=C(O)C(=O)N(c2cccc(C(=O)O)c2)C1c1ccccc1F (centres undefined),99,-3,100,104,102,-21,-54,100,5,100,11
CCC(=O)c1ccc(O)c(OC)c1,96,0,101,101,98,.,-41,97,12,97,17

The results go on.
compound,Rac1 mut GTP,Bim-Mcl-1,Rab7 wt GTP bind,Rac1 wt GTP bind,Cdc42 wt GTP,Pf gametocyte,Mcl1 Bid PPI,Rab2A wt mod,Avidin fluor,HRas wt GTP,Mcl1-Noxa inh
C[C@@H]1C(=O)O[C@@H]2CC34[C@H]5C[C@@H](C(C)(C)C)C36[C@H](OC(=O)[C@@H]6O)OC4(C(=O)O5)[C@@]12O (some centres undefined),101,-1,101,105,104,.,4,100,12,101,-11
CCOC(=O)C1C2C=CC3(CN(Cc4ccco4)C(=O)C13)O2 (centres undefined),100,-2,96,102,99,-12,-5,100,14,98,13
CC(=O)c1c(C)[nH]c(C(=O)Nc2c(C)n(C)n(-c3ccccc3)c2=O)c1C,100,-6,100,103,101,.,-10,101,22,101,-7
CS(=O)(=O)N(Cc1ccc(C(=O)Nc2ccccc2Sc2ccccc2)cc1)c1ccccc1,94,-2,93,92,97,.,-1,91,9,95,.
O=S(=O)(c1cccc(-c2csc(-c3cccnc3)n2)c1)N1CCCCC1,99,-5,102,100,97,7,-19,99,13,100,-1
Cc1nnc(NCCO)c2ccccc12,100,-3,101,107,102,.,-29,101,14,102,-5
Brc1ccc(CSc2nnc3ccccn23)cc1,95,1,96,102,97,11,-21,95,21,97,6
COc1ccc(OC)c(C2C(C(C)=O)=C(O)C(=O)N2c2ccc(F)cc2)c1 (centres undefined),100,-4,101,104,102,.,-17,99,32,99,3
CCOc1ccc2cc(S(=O)(=O)N3CCOCC3)ccc2c1,99,-4,97,101,101,-36,0,100,12,95,7
CCn1nnc(-c2ccccc2NC(=O)c2cc(OC)c(OC)c(OC)c2)n1,98,3,101,105,101,7,-15,102,1,102,1

Five compounds from above with just Rac1 mut GTP:
smiles | Rac1 mut GTP
CS(=O)(=O)N(Cc1ccc(C(=O)Nc2ccccc2Sc2ccccc2)cc1)c1ccccc1 | 94
O=S(=O)(c1cccc(-c2csc(-c3cccnc3)n2)c1)N1CCCCC1 | 99
Cc1nnc(NCCO)c2ccccc12 | 100
Brc1ccc(CSc2nnc3ccccn23)cc1 | 95
COc1ccc(OC)c(C2C(C(C)=O)=C(O)C(=O)N2c2ccc(F)cc2)c1 (centres undefined) | 100

Part of the list above, as labelled records.
CCCc1cc(=O)[nH]c(Nc2ccc(Cl)cc2)n1
  Rac1 mut GTP: 95; Bim-Mcl-1: -9; Rab7 wt GTP bind: 93; Rac1 wt GTP bind: 98; Cdc42 wt GTP: 98; Pf gametocyte: 10; Mcl1 Bid PPI: -11; Rab2A wt mod: 98; Avidin fluor: 9; HRas wt GTP: 96; Mcl1-Noxa inh: 30
COC(=O)C(O)(CC(=O)Nc1ccccc1OC)C(F)(F)F (centres undefined)
  Rac1 mut GTP: 99; Bim-Mcl-1: -3; Rab7 wt GTP bind: 92; Rac1 wt GTP bind: 102; Cdc42 wt GTP: 99; Pf gametocyte: .; Mcl1 Bid PPI: -22; Rab2A wt mod: 98; Avidin fluor: 7; HRas wt GTP: 100; Mcl1-Noxa inh: -2
CN(C(=O)c1cccs1)c1ccc(OCC(=O)N2CCC(C(N)=O)CC2)cc1
  Rac1 mut GTP: 92; Bim-Mcl-1: 1; Rab7 wt GTP bind: 101; Rac1 wt GTP bind: 95; Cdc42 wt GTP: 92; Pf gametocyte: -4; Mcl1 Bid PPI: -22; Rab2A wt mod: 99; Avidin fluor: 8; HRas wt GTP: 96; Mcl1-Noxa inh: 4

(further entries)
compound,Rac1 mut GTP,Bim-Mcl-1,Rab7 wt GTP bind,Rac1 wt GTP bind,Cdc42 wt GTP,Pf gametocyte,Mcl1 Bid PPI,Rab2A wt mod,Avidin fluor,HRas wt GTP,Mcl1-Noxa inh
O=C(COC(=O)c1cnccn1)c1ccc(Br)cc1,99,0,97,101,99,.,-4,97,7,98,17
COCCNC(=O)CSc1nc2cc(OC)c(OC)cc2c(=O)n1CCc1ccc(S(N)(=O)=O)cc1,90,2,98,96,96,-11,10,96,23,95,-11
COC(=O)C1=C(C(=O)c2ccccc2)C(c2cccs2)n2nnnc2N1 (centres undefined),98,1,98,97,98,.,5,99,5,99,1
O=C(Nc1ccc2c(c1)OCCO2)c1ccc(Cl)c(S(=O)(=O)N2CCOCC2)c1,94,0,95,98,96,21,-3,96,33,95,16
Cc1cccc(C)c1NCc1nnc(SCC(=O)Nc2nc(-c3ccccc3)cs2)n1-c1ccccc1,98,-1,101,100,100,-11,-9,97,2,101,13
Cc1cc(-c2ccccc2)nc(N(C)C)c1S(C)(=O)=O,94,-1,99,100,96,.,-24,94,9,95,17
